Screening data deposited in PubChem by Broad Institute.
E-selectin induc = E-selectin induction in HUVECs, primary screen, imaging, HUVEC, immunofluorescence imaging, single point. P16581. AID 686992, 2013. normalized: neutral wells 0, TNF-alpha wells 100. activation, % at 7.58 µM. 0.37% of 260,000 active;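 active means mean E-selectin-positive cell signal at least 10% of the positive control, reached in at least 60% of replicates, without over 20% cell loss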;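 further: in these data hits start at about 27%; measured in HUVEC primary endothelial cells; signal is the percent of cells scored E-selectin positive by PE staining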
Target sequence (P16581 whole entry, looked up): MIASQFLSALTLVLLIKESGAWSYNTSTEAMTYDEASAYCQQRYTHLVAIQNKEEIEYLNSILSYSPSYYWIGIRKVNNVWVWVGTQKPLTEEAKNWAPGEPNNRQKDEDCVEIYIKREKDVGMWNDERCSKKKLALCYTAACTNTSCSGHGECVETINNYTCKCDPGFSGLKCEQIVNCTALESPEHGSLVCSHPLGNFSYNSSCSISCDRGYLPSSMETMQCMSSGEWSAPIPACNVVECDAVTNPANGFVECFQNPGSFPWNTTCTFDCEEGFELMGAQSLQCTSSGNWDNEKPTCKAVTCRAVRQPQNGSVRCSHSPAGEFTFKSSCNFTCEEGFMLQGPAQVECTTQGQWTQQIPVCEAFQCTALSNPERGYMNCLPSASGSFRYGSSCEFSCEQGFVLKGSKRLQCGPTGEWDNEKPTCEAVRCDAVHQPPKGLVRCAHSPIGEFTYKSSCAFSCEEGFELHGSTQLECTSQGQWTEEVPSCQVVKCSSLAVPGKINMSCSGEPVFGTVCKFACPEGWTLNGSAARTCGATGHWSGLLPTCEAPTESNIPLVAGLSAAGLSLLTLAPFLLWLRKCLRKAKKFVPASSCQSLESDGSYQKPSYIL
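System: HUVEC, human umbilical vein endothelial cells; quantity: 3,000 cells/well; buffer or medium: EGM-2 medium, gelatin-coated wells; dosing: single-point compound dose; detection: immunofluorescence imaging; evaluation: % PE-positive cells; benchmarks: TNF-alpha, DMSO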
miR-122 sensor = miR-122 Renilla sensor signal increase in Huh7, primary screen, miR-122 inhibitor project, cell-based, single point, plate reader; Huh7 miR-122 Renilla luciferase sensor, 48 h; neutral wells = 0, positive control = 100; activation (reporter increase), % at 12.5 µM; 0.3% of 340,000 active; AID 602342, 2012;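 active means mean replicate activation score at least 90 and every replicate individually at or above 90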;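 further: higher luciferase means less miR-122 activity so hits act as miR-122 inhibitors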
RAD54 inh = inhibitors of human RAD54 branch migration, primary screen, biochemical, fluorescence, single point; RAD54 Holliday junction branch migration, FAM/BHQ fluorescence; inhibition, % at 10.4 µM; 0.14% of 360,000 active;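 active means mean normalized replicate activity at least 40 and at least half of replicates scoring 40 or more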;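 further: 0% = median of neutral control wells and 100% = median of positive control wells; inhibitors cause a drop in the FAM fluorescence signal; in these data hits start at about 50%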
Cneo AK release = Cryptococcus neoformans cell lysis inducers, primary screen, AK release luminescence, single concentration. AID 651654, 2012. C. neoformans lysis, adenylate kinase release luminescence, 4 h; normalised: neutral wells 0, clomiphene wells 100. 0.2% of 360,000 active. lysis activity, % at 15 µM;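 active means mean lysis activity across replicates of at least 80%, whatever share of replicates individually reach that level; inactive means mean lysis activity below 80%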
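Material – Cryptococcus neoformans yeast cells · Quantity – 5 × 10^6 yeast cells/mL · Buffer or medium – YPD medium · Compound – single dose · Timing – 4 h static compound exposure, 37 °C, read 1 h post-reagent · Signal – adenylate kinase release luminescence · Read-out basis – lysis from increased AK signal · Benchmarks – Clomiphene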
PGC1a acetyl inh = inhibitors of PGC1a acetylation signal, primary screen, cell-based, U2OS, AlphaScreen, inhibitor mode; AlphaScreen anti-acetyl-lysine; with virally co-expressed GCN5 acetyltransferase; inhibition, % at 15.6 µM; 0.17% of 350,000 active; AID 651687, 2012;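 active means every replicate shows inhibition of at least 40%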;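 further: 0% = neutral control wells and 100% = positive control wells; some results beyond the cut were filed as inactive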
Active calls of the source: *; · = not tested or not shown.

SMILES	E-selectin induc	miR-122 sensor	RAD54 inh	Cneo AK release	PGC1a acetyl inh
Cn1c(=O)[nH]c(NC2CCCCC2)c(N=O)c1=O	0.4	·	·	·	·
Cc1cc(C)n(CC(=O)N/N=C/c2cccc([N+](=O)[O-])c2)n1	-0.7	·	·	·	·
Cc1nn(C)cc1/C=C(/C#N)C(N)=O	-0.8	·	·	·	·
CCn1cc(/C=N\NC(=O)c2ccc(F)cc2)cn1	-0.1	·	·	·	·
COc1ccc(N(C)C(=O)c2cc3c(Cl)nc4ccccc4c3s2)cc1	1.0	·	·	·	·
COc1cc(CN2CC(=O)N(c3ccc(C)c(C)c3)C2=S)cc(OC)c1OC	0.1	·	·	·	·
CCC(=O)Nc1ccc(N2CCN(S(C)(=O)=O)CC2)cc1	-0.2	·	·	·	·
CN(C)c1ccnc2sc3c(SCc4ccc(Cl)cc4)ncnc3c12	-0.3	·	·	·	·
O=C(Nc1cccc(Cl)c1)N1CCN(c2ncccn2)CC1	0.1	·	·	·	·
O=c1[nH]c(CCC2CCCC2)nc2ccccc12	1.9	·	·	·	·
CCN(CC)CCn1c(=S)[nH]c2ncccc2c1=O	-1.7	·	·	·	·
Cc1ccc(Nc2nc(N)c([N+](=O)[O-])c(NCc3ccco3)n2)cc1	0.1	·	·	·	·
CCCCc1ccc(NC(=S)Nc2ccc(Nc3ccc(OC)cc3)cc2)cc1	-0.2	·	·	·	·
CC(=C/C(=O)O)/C(=C/c1ccccc1)C(=O)O	-1.3	·	·	·	·
Cc1cc(OCC(=O)NC2CCCCC2)ccc1Cl	-0.4	·	·	·	·
CCOc1ccccc1NC(=O)CSC1=C(C#N)C(c2ccco2)C(C(=O)Nc2nc3ccccc3s2)=C(C)N1 (stereo not drawn)	0.3	·	·	·	·
O=C(c1cc(N2C(=O)C3C4CCC(C4)C3C2=O)ccc1Cl)N1CCN(c2ccccc2F)CC1 (stereo not drawn)	3.5	·	·	·	·
Cc1cccc(NC(=O)[C@H](Cc2ccccc2)NC(=O)OCc2ccccc2)c1	-0.3	·	·	·	·
CC(=O)Nc1ccccc1Sc1ccc2c3c(cccc13)C(=O)N(c1ccc(C)cc1)C2=O	0.7	·	·	·	·
CCc1nnc(NC(=O)CSc2nnc(C3CCCCC3)n2-c2ccccc2)s1	-1.0	·	·	·	·
CCc1ccc(OCC(=O)NNC(=O)CSc2nnc(-c3ccc(C)cc3)n2C)cc1	1.0	·	·	·	·
C[C@@H]1CN([C@H](C)CO)C(=O)CCCn2nncc2CO[C@H]1CN(C)S(=O)(=O)c1ccccc1C#N	-0.4	·	·	·	·
COC(=O)Cc1cc(=O)n2[nH]c(C)nc2n1	1.0	·	·	·	·
C[C@@H]1CN([C@@H](C)CO)C(=O)c2cccc(NC(=O)c3nc4ccccc4s3)c2O[C@@H]1CN(C)Cc1ccc2c(c1)OCO2	-0.1	·	·	·	·
Cc1ccc(NC(=O)CN2c3cccc4cccc(c34)S2(=O)=O)cc1S(=O)(=O)N1CCOCC1	-0.1	·	·	·	·
Cc1ccc2nc(CSc3nnc(-c4ccco4)o3)cc(=O)n2c1	-1.5	·	·	·	·
Cc1cccc(/C(N)=N/OC(=O)c2ccc(Br)o2)c1	0.8	·	·	·	·
O=C(Nc1cc2c(cc1Cl)OCCCO2)c1ccc(F)cc1	-0.7	·	·	·	·
Cc1[nH]nc(Sc2ccccn2)c1[N+](=O)[O-]	0.7	·	·	·	·
Cc1ccc(S(=O)(=O)N2CCN(C(=O)Cc3ccc4c(c3)OCCO4)CC2)cc1C	0.3	·	·	·	·
CCOC(=O)N1CCC(N2Cc3cccc(C(=O)N4CC(C)CC(C)C4)c3C2=O)CC1 (stereo not drawn)	1.2	·	·	·	·
CC/C(=N/Nc1cccc(Cl)c1)c1cnnc(SC)n1	-0.5	·	·	·	·
CO[C@H]1CC[C@@H]2CCOc3ccc(C#N)cc3C(=O)N(C)C[C@H](c3ccccc3)CC(=O)N(C)C[C@@H]1O2	0.4	·	·	·	·
COCCCNCCOCCOc1ccc(Cl)cc1Br	-0.6	·	·	·	·
N#C/C(=C\c1c(N2CCC(C(N)=O)CC2)nc2ccccn2c1=O)C(=O)NCc1ccco1	0.2	·	·	·	·
C/C(CC(=O)NCC(C)C)=N\NC(=O)COc1cc(C)c(Br)cc1Br	1.6	·	·	·	·
COc1ccc(NC(=S)N2CCN(c3ccccn3)CC2)cc1OC	-0.3	·	·	·	·
O=C(C1CCC1)N1CC2(C1)[C@@H](c1ccccc1)[C@@H](CO)N2CC1CCCC1	0.3	·	·	·	·
CSc1nc(C)c(CCOCc2ccccc2)c(=O)[nH]1	-0.8	·	·	·	·
CN1C(=O)c2cc(NC(=O)Nc3ccccc3Cl)ccc2OC[C@@H]2O[C@H](CC(=O)NCCCN3CCOCC3)CC[C@H]21	0.0	·	·	·	·

2 entries drawn at random from those above:
SMILES	E-selectin induc	miR-122 sensor	RAD54 inh	Cneo AK release	PGC1a acetyl inh
Cc1cccc(NC(=O)[C@H](Cc2ccccc2)NC(=O)OCc2ccccc2)c1	-0.3	·	·	·	·
O=C(Nc1cccc(Cl)c1)N1CCN(c2ncccn2)CC1	0.1	·	·	·	·

Later entries:
SMILES	E-selectin induc	miR-122 sensor	RAD54 inh	Cneo AK release	PGC1a acetyl inh
Cc1ccc(C(=O)COC(=O)c2ccncc2)cc1[N+](=O)[O-]	-0.2	·	·	·	·
COC(=O)c1ccc(-n2nc(C(F)(F)F)c3c2-c2ccoc2CC3)cc1	-0.9	·	·	·	·
Cc1ccc(C(C[N+](=O)[O-])c2c(-c3ccccc3O)[nH][nH]c2=O)cc1 (stereo not drawn)	-0.4	·	·	·	·
CC(C)(Oc1ccc(Cl)cc1)C(=O)NCCN1C(=O)S/C(=C/c2cccnc2)C1=O	0.3	·	·	·	·
N#C/C(=C\c1ccc(Cl)s1)C(=O)N1CCN(c2ccccc2)CC1	0.0	·	·	·	·
COC(=O)c1nn(-c2ccccc2)c2nnc(Cc3ccc(C)cc3)c(=O)n12	-0.5	·	·	·	·
CCCn1c(SCC(=O)c2c[nH]c3ccccc23)nnc1-c1ccncc1	1.4	·	·	·	·
C[C@@H]1CN([C@@H](C)CO)C(=O)c2cc(NC(=O)Nc3ccccc3)ccc2O[C@@H](C)CCCCO[C@H]1CN(C)C(=O)Nc1ccccc1	-0.1	·	·	·	·
O=C(Nc1ccc2c(c1)CCC2)c1ccc(F)c(S(=O)(=O)N2CCOCC2)c1	6.6	·	·	·	·
O=C(COC(=O)c1ccc(Cl)c([N+](=O)[O-])c1)Nc1ccccc1OC(F)F	0.7	·	·	·	·
O=C(Nc1ccc2nc3ccccc3nc2c1)c1ccccc1	1.0	·	·	·	·
O=C(CSc1nc2ccccc2c(=O)n1-c1ccccc1)N1CCCc2ccccc21	-0.4	·	·	·	·
COc1cc(OC)cc(C(=O)NCC(=O)OCC(=O)c2cc(OC)ccc2OC)c1	0.5	·	·	·	·
O=C1CC(SC2=NCCS2)C(=O)N1c1ccc(Cl)cc1 (stereo not drawn)	1.5	·	·	·	·
O=C(NCCc1ccccc1Cl)c1cc(COc2ccc(F)cc2F)on1	·	·	-1	2	·
COCCN1C(=O)N[C@@H](c2cccc(C(F)(F)F)c2)C(C(=O)OC)=C1C	·	·	17	1	·
C[C@@H]1CN([C@H](C)CO)S(=O)(=O)c2ccc(C#Cc3ccccc3F)cc2O[C@H]1CN(C)CC1CCOCC1	·	·	7	·	7
Cc1ccc(NC(=O)COc2ccc(-n3ccnc3)cc2)cc1Cl	·	4	·	·	-11
Cc1c(NS(=O)(=O)c2ccc3[nH]c(=O)[nH]c3c2)c(=O)n(-c2ccccc2)n1C	·	-3	·	·	1
CN1/C(=C/C2CC(=O)NC2=O)C(C)(C)c2ccccc21 (stereo not drawn)	·	-21	·	·	-3

7 structures out of the list, arranged by heavy-atom count, largest number first:
SMILES	E-selectin induc	miR-122 sensor	RAD54 inh	Cneo AK release	PGC1a acetyl inh
O=C(CSc1nc2ccccc2c(=O)n1-c1ccccc1)N1CCCc2ccccc21	-0.4	·	·	·	·
O=C(C1CCC1)N1CC2(C1)[C@@H](c1ccccc1)[C@@H](CO)N2CC1CCCC1	0.3	·	·	·	·
Cc1ccc(C(C[N+](=O)[O-])c2c(-c3ccccc3O)[nH][nH]c2=O)cc1 (stereo not drawn)	-0.4	·	·	·	·
Cc1ccc2nc(CSc3nnc(-c4ccco4)o3)cc(=O)n2c1	-1.5	·	·	·	·
O=C(Nc1cc2c(cc1Cl)OCCCO2)c1ccc(F)cc1	-0.7	·	·	·	·
CN1/C(=C/C2CC(=O)NC2=O)C(C)(C)c2ccccc21 (stereo not drawn)	·	-21	·	·	-3
Cn1c(=O)[nH]c(NC2CCCCC2)c(N=O)c1=O	0.4	·	·	·	·

Next section:
SMILES	E-selectin induc	miR-122 sensor	RAD54 inh	Cneo AK release	PGC1a acetyl inh
Cc1ccc2c(c1)c1cccc3c1n2CCN3CCC(N)=O	·	4	·	·	-5
CCN(CC(=O)NC1CCCCCC1)S(=O)(=O)c1ccccc1	·	3	·	·	-16
OC1(c2ccccc2)C/C(=N\n2cnnc2)C=C1c1ccccc1 (stereo not drawn)	·	-2	·	·	-10
COCCNC(=O)NC(=O)COC(=O)c1cc([N+](=O)[O-])ccc1Sc1nc(C)cs1	·	0	·	·	11
Cc1ccc(-c2nnn(CCC(=O)NC3CCCC3)n2)cc1	·	-4	·	·	-10
Cn1nc(C(F)(F)F)c(C#N)c1N1CCN(c2cccc(C(F)(F)F)c2)CC1	·	2	·	·	2
CC(C(=O)Nc1ccccc1F)N1C(=O)c2ccccc2C1=O (stereo not drawn)	·	-2	·	·	0
CC(=O)NCCc1cc2cc(C)c(C)cc2[nH]c1=O	·	-5	·	·	-5
CCCC(C)NC(=O)c1ccc2[nH]c3c(c2c1)CC(C)CC3 (stereo not drawn)	·	17	·	·	-4
N#Cc1nc(-c2ccco2)oc1N1CCCC1	·	11	·	·	5
Cc1c(C(=O)O)oc2ccc(S(=O)(=O)NCCC3=CCCCC3)cc12	·	83	·	·	1
Cc1ccc(-n2ncc(C(=O)N3CCc4ccccc4C3)c2NC(=O)c2ccco2)cc1C	·	10	·	·	10
N#CC(=C1CCCC1)c1nc(-c2ccccc2)cs1	·	0	·	·	-2
Cc1cc(-c2csc(NC(=O)c3ccc(=O)n(C)n3)n2)c(C)n1CC1CCCO1 (stereo not drawn)	·	-3	·	·	3
CN1C(=O)c2oc3ccccc3c(=O)c2C1c1ccncc1 (stereo not drawn)	·	0	·	·	3
O=C(Nc1ccccc1)Nc1cccc2cccnc12	·	0	·	·	-5
Oc1cnn(-c2ccccc2)c1	·	-1	·	·	10
OC(COc1ccc2ccccc2c1)Cn1ccnc1 (stereo not drawn)	·	3	·	·	5
CCOC(=O)c1oc2cc(O)ccc2c(=O)c1-c1ccccc1OC	·	-3	·	·	0
COc1ccc(C2C=C(c3ccccc3)Nc3ncnn32)cc1 (stereo not drawn)	·	-6	·	·	-1

Entries above containing a thiophene ring, fused or not (three):
SMILES	E-selectin induc	miR-122 sensor	RAD54 inh	Cneo AK release	PGC1a acetyl inh
COc1ccc(N(C)C(=O)c2cc3c(Cl)nc4ccccc4c3s2)cc1	1.0	·	·	·	·
CN(C)c1ccnc2sc3c(SCc4ccc(Cl)cc4)ncnc3c12	-0.3	·	·	·	·
N#C/C(=C\c1ccc(Cl)s1)C(=O)N1CCN(c2ccccc2)CC1	0.0	·	·	·	·

More results follow.
SMILES	E-selectin induc	miR-122 sensor	RAD54 inh	Cneo AK release	PGC1a acetyl inh
N#CC1=C(Nc2ccccc2)SC=C(c2ccccc2)N=C1N1CCOCC1	·	-2	·	·	13
O=C(CCN1CCN(c2ccc(Cl)cc2)CC1)Nc1nccs1	·	-1	·	·	-22
CCOC(=O)c1[nH]c(C)c(C(=O)NC2CCN(C(=O)OCC)CC2)c1C	·	0	·	·	-1
CCOC(=O)c1cc(C#N)c(Oc2ccccc2)nc1-c1ccccc1	·	-1	·	·	-16

Not all compounds are listed; rates above refer to the full screens.
